Compound activity as filed in PubChem.
PvdQ inh: blocks Pseudomonas aeruginosa PvdQ acylase activity; purified PvdQ acylase, fluorescence plate reader; inhibition, % at 10 µM; hit rate 0.063% among 340,000; in the data active = inhibition above about 30%, passing the limit was not always enough; inconclusive = no clear call, values can overlap the other calls;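 note: 0% = vehicle neutral wells and 100% = reference inhibitor wells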
SR-BI HDL uptake: blocks mouse SR-BI lipid uptake from DiI-HDL; AID 488896; inhibition, % at 12.5 µM; Q61009; ldlA[mSR-BI] CHO cells, DiI-HDL uptake fluorescence, 3 h; hit rate 0.96% among 320,000;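 active = mean replicate inhibition of at least 70% and a set share of replicates each scoring 70 or more; inconclusive = meets just one of the two criteria; inactive = fails both criteria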;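 note: 0% = median of neutral control wells and 100% = median of positive control wells; values of inactives mirror those of a sister screen read the other way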
Target sequence (Q61009 whole entry, looked up): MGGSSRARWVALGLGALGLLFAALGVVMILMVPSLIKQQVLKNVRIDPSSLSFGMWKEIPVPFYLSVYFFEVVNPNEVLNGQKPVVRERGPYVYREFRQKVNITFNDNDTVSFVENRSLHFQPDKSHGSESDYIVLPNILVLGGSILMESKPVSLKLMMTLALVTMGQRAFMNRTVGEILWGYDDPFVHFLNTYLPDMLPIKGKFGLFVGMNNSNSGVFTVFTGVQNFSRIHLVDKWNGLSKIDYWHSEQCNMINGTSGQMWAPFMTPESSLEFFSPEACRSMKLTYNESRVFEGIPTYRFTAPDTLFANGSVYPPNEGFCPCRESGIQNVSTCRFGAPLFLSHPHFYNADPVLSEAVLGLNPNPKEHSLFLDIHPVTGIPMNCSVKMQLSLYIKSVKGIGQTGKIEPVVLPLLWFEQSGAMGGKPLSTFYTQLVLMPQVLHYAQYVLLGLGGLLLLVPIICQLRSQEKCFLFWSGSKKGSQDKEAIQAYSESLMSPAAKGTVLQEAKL
Rtt109 HAT inh: inhibitors of Candida albicans Rtt109/Vps75 histone acetyltransferase | hit rate 0.16% among 330,000 | purified Rtt109/Vps75, ThioGlo CoA-SH fluorescence, 4 h | inhibition, % at 34.9 µM | Q5AAJ8;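 active = inhibition of at least 50% in every replicate; inconclusive = best replicate reaches 50% inhibition but some replicates fall short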
HTR5A ag: HTR5A agonism, opioid heterodimer counter-screen. HTR5A agonist assay, luminescence, cell-based. activation, % at 9.3 µM. hit rate 0.61% among 340,000; in the data active = activation mostly above about 9.5%, no sharp cut-off; inactive = mostly below about 7.6%;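 note: 0% = cells with vehicle only and 100% = reference agonist; strong numbers were not always called active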
Target sequence (P47898 whole entry, looked up): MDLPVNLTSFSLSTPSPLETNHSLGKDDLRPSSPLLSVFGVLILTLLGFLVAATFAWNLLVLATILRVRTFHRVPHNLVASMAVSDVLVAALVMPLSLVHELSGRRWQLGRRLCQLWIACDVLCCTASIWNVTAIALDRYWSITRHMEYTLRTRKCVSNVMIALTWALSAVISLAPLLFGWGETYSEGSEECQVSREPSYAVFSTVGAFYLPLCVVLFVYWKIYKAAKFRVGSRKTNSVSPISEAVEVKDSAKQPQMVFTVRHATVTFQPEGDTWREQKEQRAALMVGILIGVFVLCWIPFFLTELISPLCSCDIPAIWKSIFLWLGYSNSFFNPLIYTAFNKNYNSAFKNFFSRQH
Wnt act: activates Wnt/beta-catenin signaling in a reporter cell assay | hit rate 1.2% among 300,000 | activator, plate reader | activation, % at 9.35 µM; in the data active = activation above about 30%, passing the limit was not always enough; inconclusive = no clear call, values can overlap the other calls;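 note: 0% = neutral control wells and 100% = positive control wells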
MITF TRPM1 HTS: increases MITF-driven TRPM1 promoter luciferase signal; activation, % at 12.5 µM; SK-MEL-5 TRPM1-promoter luciferase, 24 h; % of positive control, neutral wells = 0; hit rate 0.75% among 300,000;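 active = mean activation of at least 80% with every replicate also reaching 80%; inconclusive = mean reaches 80% but some replicate falls short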;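 note: 0% = neutral control wells and 100% = parthenolide positive control wells; values of inactives mirror those of a sister screen read the other way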
cardiac RTF act: cardiac RTF calcium sensitization; IANBD-labeled TnC RTF fluorescence at EC20 calcium; 0% EC20 calcium, 100% full calcium; activation, % at 7.2 µM; hit rate 0.24% among 340,000; AID 493008;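 active = activation above the mean over all tested compounds plus 3 SD, cut at about 30% in these data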;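 note: rise in fluorescence read as greater calcium sensitivity of cardiac thin filaments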
dFosB activator: enhances mouse delta FosB homodimer DNA binding. purified delta FosB, TAMRA-CDK5 oligo fluorescence polarization; percent of positive-control signal above neutral wells. activation, % at 25 µM. hit rate 0.99% among 340,000. AID 493131;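 active = mean activation above about 17%, with every replicate also reaching it, limit read from the data, passing the limit was not always enough; inconclusive = only one of the two conditions met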;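 note: fluorescence polarization rise as delta FosB binds a TAMRA Cdk5 AP-1 oligo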
SR-BI uptake up: enhances SR-BI lipid uptake from DiI-HDL; CHO ldlA[mSR-BI] cells, DiI-HDL uptake fluorescence, 3 h; 100 = double the neutral-control signal; activation, % at 12.5 µM; hit rate 0.096% among 320,000; AID 504775;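 active = mean replicate activation of at least 60% and every replicate at or above 60%; inconclusive = mean or all-replicate condition met, but not both; inactive = mean below 60% and not all replicates reaching 60%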;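 note: 0% = median plate neutral-control signal and 100% = twice that signal; values of inactives mirror those of a sister screen read the other way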
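Material: SR-BI-overexpressing, LDLR-lacking CHO cells; schedule: compound exposure 3 h, 37 °C; reagent: DiI-labelled HDL at 10 µg/mL final; technique: bottom-read fluorescence, 550/595 nm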
CDK5 p35 inh: CDK5/p35 (human) kinase inhibition | Q00535+Q15078 | inhibition, % at 10 µM | hit rate 0.01% among 330,000 | Recombinant CDK5/p35, ADP-Glo luminescence, 60 min;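 active = highest replicate inhibition of at least 50% and at least 75% of replicates reaching 50%; inconclusive = only one of the two criteria met; inactive = both criteria failed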;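 note: plate controls were DMSO neutral control for no effect and GW8510 at 10 µM for full effect; many of its hits are not listed in these tables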
* marks the source's active call; other numbers are inactive results; ? = inconclusive; · = no result given.

SMILES | PvdQ inh | SR-BI HDL uptake | Rtt109 HAT inh | HTR5A ag | Wnt act | MITF TRPM1 HTS | cardiac RTF act | dFosB activator | SR-BI uptake up | CDK5 p35 inh
CC1(C)C[C@@H]1C(=O)N/C(=C\CCCCSC[C@H](N)C(=O)O)C(=O)O | -6 | -7 | 0 | 2 | 1 | 6 | 1 | -9 | 7 | 0.9
O=S(=O)(NCCCc1ccccc1)c1ccccc1 | -13 | -24 | -1 | -1 | · | 3 | 2 | -9 | 24 | -0.2
CCN(CC)C(=O)[C@H]1CC(CC(=O)NC(C)(C)C)C(=O)N2CCc3c([nH]c4ccc(OC)cc34)[C@]12C (stereo partly drawn) | 4 | -9 | 0 | 4 | -3 | 3 | -1 | -6 | 9 | 15
CC1(C)CC(=O)C(C=Nc2ccccc2C(=O)O)=C(O)C1 | -6 | -14 | 7 | 2 | 0 | 2 | -1 | 5 | 14 | -0.1
CNC(=O)COC(=O)/C=C/c1c(C)nn(-c2ccccc2)c1C | -9 | -4 | -8 | 4 | 2 | -1 | 0 | -4 | 4 | -1.0
COc1cccc(C2c3[nH]c4ccccc4c3CCN2Cc2cccn2-c2ncccn2)c1 (stereo not drawn) | -4 | 20 | 1 | -1 | 6 | -13 | 0 | 9 | -20 | -0.1
O=C(CN1C(=O)NC2(CCCCCC2)C1=O)NCc1ccc(F)cc1 | -4 | -40 | -5 | -3 | -3 | 5 | 4 | 4 | 40 | -1.5
O=c1[nH]c(C2CCCN(S(=O)(=O)c3ccc(F)cc3)C2)nc2c1nnn2Cc1ccccc1 (stereo not drawn) | -5 | -11 | 4 | -4 | -3 | 4 | -2 | -25 | 11 | 3.4
COC(=O)C(C)Sc1nc2c(c(=O)[nH]c(=O)n2C)n1CCC(C)C (stereo not drawn) | -9 | 26 | -2 | 1 | · | -4 | 7 | -1 | -26 | -1.9
Cc1c(C(=O)OCCN2CCCCC2)oc2ccccc12 | -18 | -4 | 9 | -1 | · | · | 11 | -7 | 4 | -5.7
Fc1ccc(NC(=S)Nc2cccnc2)cc1Cl | -12 | 21 | -1 | -3 | -1 | 3 | 1 | -3 | -21 | -1.2
CCCCC(=O)OCC(=O)Nc1ccc(SC(F)F)cc1 | -10 | · | -7 | 6 | -1 | 20 | 1 | -3 | · | -1.0
CCOc1cc(S(=O)(=O)n2ccnc2)ccc1Cl | 1 | -26 | 3 | 2 | -1 | -6 | -1 | 0 | 26 | 0.7
Cc1noc(C)c1C(=O)NCc1ccccc1Br | -15 | 5 | -1 | -4 | 2 | -2 | 7 | -1 | -5 | 0.8
Cc1c(NC(=O)CCC2CCCCC2)cc(C(=O)N2CCOCC2)cc1[N+](=O)[O-] | 8 | 13 | 18 | 8 | -1 | 1 | 0 | -3 | -13 | 6.2
S=c1[nH]nc(-c2cccnc2)n1C1CCCCC1 | 10 | -26 | 0 | 1 | 1 | 7 | 6 | -1 | 26 | -0.8
Cc1cc(C)nc(NC(N)=S)n1 | -5 | 3 | 1 | 5 | 1 | 1 | 8 | 3 | -3 | -3.4
COc1ccc(Cl)cc1NC(=O)CC(=O)Nc1cc(Cl)ccc1OC | -9 | 34 | 4 | 5 | -5 | -8 | -3 | 6 | -34 | -0.7
Cc1ccc2cc(CN(CC3CCCO3)C(=S)Nc3ccccc3)c(=O)[nH]c2c1C (stereo not drawn) | -8 | 9 | 7 | -1 | -1 | -20 | 0 | -13 | -9 | -0.6
Cc1cccc(C)c1Oc1nc(-c2ccccc2)ncc1S(=O)(=O)c1ccccc1 | -8 | -15 | -28 | 6 | · | -3 | 1 | -7 | 15 | 1.4
CC(=O)Nc1cc(NC(C)=O)c2nc(N)sc2c1 | -7 | 6 | -17 | -2 | · | -3 | 3 | 1 | -6 | 0.4
CCN1CCN(c2c(S(=O)(=O)c3ccc(C)c(C)c3)cnc3ccc(F)cc23)CC1 | -12 | -6 | -2 | -3 | 0 | 5 | 14 | -7 | 6 | -1.1
CCCN1C2CCCC1CC(NC(=O)c1cc(OC)c(OC)c(OC)c1)C2 (stereo not drawn) | 0 | -41 | 10 | 3 | · | · | 2 | -5 | 41 | -1.6
Cc1ccc(C(=O)NC2=NCCS2)cc1Cl | -15 | 9 | -7 | 0 | · | · | -2 | -2 | -9 | 1.3
Cc1c(N2C(=O)CS/C2=N\N=C\c2ccc(Cl)cc2)c(=O)n(-c2ccccc2)n1C | -11 | -5 | -5 | -3 | · | 7 | 0 | -10 | 5 | -0.4
CCOc1ccc2[nH]c(=O)c(CN(Cc3ccco3)C(=O)c3ccc(Br)cc3)cc2c1 | -12 | -15 | 1 | -5 | · | -5 | -3 | -6 | 15 | -1.1
O=S(=O)(NNc1ccc(Cl)nn1)c1ccc(F)cc1 | -4 | -13 | -1 | 2 | -3 | -10 | -7 | -3 | 13 | -1.1
Cc1ccc2nc(-c3ccc(NC(=S)NC(=O)CC(C)C)cc3)sc2c1 | 4 | 29 | 2 | 0 | 52* | · | 4 | 3 | -29 | 1.9
CCOc1ccc2nc(N/C(N)=N/C(=S)Nc3ccc(C)c(C)c3)nc(C)c2c1 | 2 | 56 | -12 | 0 | -1 | 3 | -2 | -7 | -56 | 1.1
O=C(O)C1C2C=CC(C2)C1C(=O)Nc1nccs1 (stereo not drawn) | -11 | -17 | 3 | 1 | 1 | -11 | 0 | -4 | 17 | ·
COc1ccc(-c2cc(C(=O)NC3CCCC3)no2)cc1 | -9 | 8 | 4 | 5 | 18 | 67 | -8 | -1 | -8 | 1.0
CCOC(=O)c1sc(NC(=O)C2CCCCC2)nc1C | -5 | 28 | 8 | 0 | 18 | · | 0 | -15 | -28 | 0.5
CC1CCN(C(=O)CSc2nnc(CNC(=O)c3ccc(F)cc3)o2)CC1 | -20 | -10 | -15 | -1 | 1 | -11 | 8 | 0 | 10 | -6.1
O=S(=O)(c1cccc(Cn2nnc(-c3ccc(F)cc3)n2)c1)N1CCOCC1 | -1 | -22 | -5 | 4 | 1 | 3 | 0 | -6 | 22 | 1.3
O=C(Cn1cnc2ccccc21)N/N=C/c1cccnc1 | -6 | -4 | 0 | · | 0 | -4 | 0 | -1 | 4 | 1.8
CCNc1nc(C)c2cc(Br)c(=O)n(CC)c2n1 | -30 | 20 | -23 | -4 | -3 | · | -4 | 0 | -20 | -0.7
O=C(N/N=C/c1ccccc1OC(=O)c1ccc2c(c1)OCO2)c1cccc(F)c1 | 5 | 10 | -2 | 4 | · | 6 | 19 | 2 | -10 | -2.9
COc1ccc(N2CCc3c(C)nc4c(OC)cccc4c32)cc1 | 25 | -20 | -8 | -4 | -9 | -10 | -3 | ? | 20 | -1.2
Oc1[nH]c2ccc(Br)cc2c1N=Nc1ccc(C(F)(F)F)cn1 | 7 | 57 | · | 3 | -2 | -25 | 0 | -7 | -57 | -0.9
COc1cc(/C=C(\C#N)c2nc3ccccc3[nH]2)cc(Br)c1OCc1ccccc1 | -4 | 60 | -11 | 1 | -2 | -10 | -7 | 0 | -60 | 0.9
COc1ccccc1CN1CC(C(=O)NCc2cccnc2)CC1=O (stereo not drawn) | -9 | 6 | -4 | -3 | · | -2 | -4 | 5 | -6 | -0.2
COc1ccc(Cn2c(=S)[nH]c3ccccc3c2=O)cc1 | -22 | -14 | -19 | 1 | 0 | -12 | 3 | 3 | 14 | -0.2
Cc1ccc(NS(=O)(=O)c2ccccc2Cl)c2c1CC(C)(C)O2 | -13 | 13 | 7 | 0 | 1 | -5 | 2 | -7 | -13 | -0.8
CCOC(=O)NNC(=O)C1CCC(C)CC1 (stereo not drawn) | -15 | -10 | 5 | -6 | -2 | -1 | 1 | -10 | 10 | 1.4
C=Cn1c(C(=O)O)ccc1-c1ccc(OC)cc1 | -17 | 10 | -7 | · | -1 | -1 | · | 1 | -10 | -0.4
CC(C)c1c(C(=O)N/N=C/c2ccc(OCc3ccccc3)cc2)nnn1-c1nonc1N | -5 | 40 | -3 | 22* | 5 | 44 | -3 | -9 | -40 | -0.2
CCO[C@@H]1OC(C(=O)N2CCN(Cc3ccccc3)CC2)=C[C@H](c2ccc(Br)cc2)[C@H]1CCCO | -18 | 4 | 16 | -7 | -1 | 8 | -6 | -8 | -4 | -0.4
CN(C)Cc1c(C(=O)N/N=C/C=C/c2ccccc2)nnn1-c1nonc1N | -12 | -8 | -5 | 0 | 0 | -4 | 3 | 9 | 8 | 0.5
CCn1cc(S(=O)(=O)CC(=O)Nc2cccc(C)c2)c2ccccc21 | -7 | 38 | 0 | -7 | -2 | · | -1 | -10 | -38 | -1.2
COc1cccc(NC(=O)CCc2c(C)nn(-c3ccc(N4CCOCC4)nn3)c2C)c1 | -8 | 48 | 1 | -2 | 4 | 9 | 2 | -1 | -48 | -1.2
Cc1nc(CNS(=O)(=O)c2ccccc2F)cs1 | -4 | -5 | 8 | 1 | -3 | · | 0 | 3 | 5 | -1.3
CCN(CC)S(=O)(=O)c1cccc(NC(=O)COC(=O)CNC(=O)c2cccc(F)c2)c1 | -7 | · | -5 | 4 | -1 | 22 | 0 | -2 | · | -0.2
N#Cc1ccsc1NC(=O)CCN1C(=O)C2CCCCC2C1=O (stereo not drawn) | -8 | 3 | 2 | 3 | -3 | -2 | -6 | 0 | -3 | 0.3
COc1ccc(CNC(=O)CCC(=O)Nc2ccc(Cl)cc2)cc1 | -12 | · | -1 | 0 | 0 | -4 | -7 | 7 | · | -0.3
COc1cc(CN2CCNC(=O)C2CC(=O)NCCCC2CCCC2)cc(OC)c1 (stereo not drawn) | 7 | 5 | 6 | 2 | 0 | -5 | 0 | -13 | -5 | 0.4
O=C(Nc1ccc(-c2nc3cccnc3s2)cc1)c1ccco1 | 9 | 54 | 1 | 0 | 20 | · | 7 | -16 | -54 | 2.9
Cc1c(NC(=O)CCCOc2ccccc2)cccc1[N+](=O)[O-] | -19 | 16 | -22 | -2 | · | 6 | -1 | -6 | -16 | 0.1
O=[N+]([O-])c1ccc(CSc2ccc(S(=O)(=O)N3CCCCC3)cn2)cc1 | -3 | 9 | 2 | -4 | -3 | -2 | 4 | -5 | -9 | -0.7
CCN(CC)S(=O)(=O)N1CCC(C(=O)NC2CCCC2)CC1 | 6 | -21 | 12 | -1 | · | 5 | -2 | 0 | 21 | -0.3
C/C(=N/NC(=O)c1ccc(Br)s1)c1ccncc1 | 1 | -17 | 7 | -1 | 12 | 50 | -1 | -20 | 17 | 1.4
CCCN(CCC)C(=S)NC1CC2C=CC1C2 (stereo not drawn) | -9 | · | -8 | -1 | 3 | · | -4 | -2 | · | 1.5
Cn1cc(C(=O)c2ccc(Cl)cc2Cl)cc1C(=O)N/N=C(\N)COc1ccccc1 | 8 | 45 | 7 | -4 | 0 | 5 | 4 | -2 | -45 | 1.0
